KCNQ2 inh – KCNQ2 channel blockers in CHO-K1 cells – cell-based, FluxOR thallium flux, B-score, primary screen (AID 2156). O88943. 20 min; stronger effect = lower value. B-score at 10 µM. actives 1.1% (n = 310,000);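 active = fluorescence ratio B-score at most minus 3 library SDs, with starting brightness B-score within 2 library SDs, cut at about -5.5 in these data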
OX1R antag – OX1R (human) antagonism. actives 1.8% (n = 330,000). O43613. inhibition, % at 6.6 µM. OX1R-expressing cells, FRET antagonist read-out. AID 485270; in the data active = inhibition mostly above about 38%, no sharp cut-off; inactive = mostly below about 40%;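 note: 0% = agonist challenge alone and 100% = reference antagonist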
Target sequence (O43613 whole entry, looked up): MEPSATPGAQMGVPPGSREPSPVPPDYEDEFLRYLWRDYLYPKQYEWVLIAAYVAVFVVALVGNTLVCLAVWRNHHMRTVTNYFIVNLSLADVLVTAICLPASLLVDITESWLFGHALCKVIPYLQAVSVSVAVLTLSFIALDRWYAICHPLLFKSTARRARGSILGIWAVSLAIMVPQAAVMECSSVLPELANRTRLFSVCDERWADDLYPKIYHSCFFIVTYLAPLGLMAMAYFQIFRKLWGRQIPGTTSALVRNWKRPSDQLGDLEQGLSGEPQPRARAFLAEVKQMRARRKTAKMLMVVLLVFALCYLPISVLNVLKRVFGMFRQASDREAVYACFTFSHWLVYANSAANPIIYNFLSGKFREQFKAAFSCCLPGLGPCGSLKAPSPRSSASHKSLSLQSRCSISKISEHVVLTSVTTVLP
STK33 inh – inhibitors of human STK33 kinase. Q9BYT3. purified STK33, MBP phosphorylation, ADP-Glo luminescence. inhibition, % at 10 µM. actives 0.073% (n = 320,000);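 active = inhibition at or above 25%, using the most active replicate where run in duplicate; inactive = inhibition below 25%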
Target sequence (Q9BYT3 whole entry, looked up): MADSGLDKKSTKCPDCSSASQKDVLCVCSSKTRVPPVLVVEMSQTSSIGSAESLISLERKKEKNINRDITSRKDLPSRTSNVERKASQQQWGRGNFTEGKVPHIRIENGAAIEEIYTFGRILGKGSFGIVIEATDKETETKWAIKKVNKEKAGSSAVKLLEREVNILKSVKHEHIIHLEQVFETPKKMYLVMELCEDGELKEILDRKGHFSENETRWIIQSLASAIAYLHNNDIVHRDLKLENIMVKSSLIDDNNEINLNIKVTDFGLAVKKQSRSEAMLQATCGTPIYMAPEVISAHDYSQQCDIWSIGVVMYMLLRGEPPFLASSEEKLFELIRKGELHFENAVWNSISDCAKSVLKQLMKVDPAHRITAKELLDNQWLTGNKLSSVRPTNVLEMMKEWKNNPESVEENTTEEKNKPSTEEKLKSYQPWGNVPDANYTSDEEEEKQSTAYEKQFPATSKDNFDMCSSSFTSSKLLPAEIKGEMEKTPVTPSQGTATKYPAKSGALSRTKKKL
Active calls of the source: *; i = inactive; . = not tested or not shown; & = joins results of further samples. Random draw from the library. Share with any hit: about 2.7%.

OX1R antag,mol,STK33 inh,KCNQ2 inh
27,CC1(C)CC(=O)C2=C(C1)OC(c1ccncc1)C(C#N)=C2N (stereo not given),-2.5,i
16,CC(=O)Nc1ccc(S(=O)(=O)N(Cc2cccnc2)Cc2cc3ccc(C)cc3[nH]c2=O)cc1,-0.1,i
3,Cc1cc(=O)oc2cc(OCC(=O)NCC3CCCO3)ccc12 (stereo not given),-0.4,i
4,COCCN(C(=O)c1cc2c(s1)CCC2)c1c(N)n(CC(C)C)c(=O)[nH]c1=O,-1.4,.
6,CCc1nnc(NC(=O)COc2ccc3ccccc3c2)s1,-0.9,i
1,C#CCOCCOCCOCCNc1nc(N2CCN(C(=O)[C@H]([C@@H](C)CC)n3cc([C@@H](N)CC(C)C)nn3)CC2)nc(N2CCN(C(=O)[C@H](CCCCN)n3cc([C@@H](N)CC(C)C)nn3)CC2)n1,1.3,i
7,CCc1ccccc1NC(=O)CN1CCN(C(=O)CNC(=O)c2ccc(-c3ccccc3)cc2)CC1,-0.9,.
8,Cc1ccc(Cn2c(/C=C/c3ccco3)nc3ccccc32)cc1,-0.6,i
1,O=C(Nc1cccc(-n2cnnn2)c1)c1cc(Cl)nc(Cl)c1,0.3,i
67*,Cc1ccc(-n2[nH]c(C)c(/C=N/N3C(=O)c4cccc5cccc(c45)C3=O)c2=O)cc1,6.8,i
25,COC(=O)C1=C(C)N=C2SCCC(=O)N2C1/C=C/c1ccccc1 (stereo not given),0.7,i
19,C=CCN(CC=C)C(=O)Cn1cnc([N+](=O)[O-])n1,-0.1,i
12,CCOC(=O)c1cc(-c2ccccc2)nn1Cc1cc(CC)no1,0.9,i
.,Cc1cc(OCC(=O)NNC(=O)c2cccnc2)cc(C)c1Cl,0.1,i
-20,CCCNC(=O)c1ccc(Cn2cc(-c3ccc(OC)cc3)nc2C(C)N)cc1 (stereo not given),-0.3,i
15,Cc1ccc(S(=O)(=O)CCC(=O)OCC(=O)Nc2cc(F)ccc2C)cc1,1.4,i
21,Cc1ccc(NC(=S)C2=C(O)c3sccc3N(C)S2(=O)=O)cc1,-2.4,i
6,NC(=O)CN1C(=O)NC(c2ccccc2)(c2ccccc2)C1=O,0.3,i
61,Cc1cc(C(=O)N/N=C/c2cc(Cl)cc([N+](=O)[O-])c2O)c2ccccc2n1,0.1,i
12,Cc1ccc(-n2ncc3c(N4CCCC4)ncnc32)c(C)c1,-2.1,i
16,CCSc1nnc(NC(=O)C(CC)Oc2ccccc2)s1 (stereo not given),-0.1,i
16,COc1ccc(-n2c(SC3CCOC3=O)nc3ccccc32)cc1 (stereo not given),-2.7,i
40,CC(C)[C@H](NC(=O)c1ccccc1Cl)C(=O)OCc1cc(=O)n2cc(Br)ccc2n1,0.1,i
19,COC(=O)c1ccccc1NC(=O)CN(Cc1ccc(Cl)cc1)S(C)(=O)=O,.,i
4,COc1ccc(N2CCN(C(=O)CC3NC4CCCCC4NC3=O)CC2)cc1 (stereo not given),-2.1,i

Just OX1R antag and STK33 inh, for 5 of the compounds above:
| compound | OX1R antag | STK33 inh |
| --- | --- | --- |
| Cc1ccc(NC(=S)C2=C(O)c3sccc3N(C)S2(=O)=O)cc1 | 21 | -2.4 |
| NC(=O)CN1C(=O)NC(c2ccccc2)(c2ccccc2)C1=O | 6 | 0.3 |
| Cc1cc(C(=O)N/N=C/c2cc(Cl)cc([N+](=O)[O-])c2O)c2ccccc2n1 | 61 | 0.1 |
| Cc1ccc(-n2ncc3c(N4CCCC4)ncnc32)c(C)c1 | 12 | -2.1 |
| CCSc1nnc(NC(=O)C(CC)Oc2ccccc2)s1 (stereo not given) | 16 | -0.1 |

Among those listed so far, these contain a nitro group on carbon:
OX1R antag,mol,STK33 inh,KCNQ2 inh
19,C=CCN(CC=C)C(=O)Cn1cnc([N+](=O)[O-])n1,-0.1,i
61,Cc1cc(C(=O)N/N=C/c2cc(Cl)cc([N+](=O)[O-])c2O)c2ccccc2n1,0.1,i

Following part:
OX1R antag,mol,STK33 inh,KCNQ2 inh
11,O=C(OCC(=O)N1CCCC1)c1ccc(S(=O)(=O)N2CCOCC2)cc1,0.6,i
8,COc1ccc(-c2nnc(SCCC(=O)O)n2-c2ccccc2)cc1,2.3,i
4,COc1ccc(-c2noc(-c3ccccc3-c3ccccc3)n2)cc1OC,0.7,-8.9*
2,CCC(c1nnnn1CCOC)N1CCN(C(=O)c2ccco2)CC1 (stereo not given),-1.2,i
26,Cc1ccc2nc(C)cc(Cl)c2c1,-1.1,i
78*,NC(=O)Cc1nc(-c2ccc([N+](=O)[O-])cc2)cs1,0.3,i
21,CCOC(=O)[C@@H]1[C@H]2COc3cc(OC)ccc3[C@H]2N2C(=O)N(c3ccc(C(F)(F)F)cc3)C(=O)[C@@]12C,0.5,i
29,CCN(CC(=O)NCc1ccccc1Cl)CC(=O)Nc1c(F)cccc1F,-0.1,i
9,O=C1CCCN1CCCNS(=O)(=O)c1ccc(Cl)c(C(=O)N2CCOCC2)c1,-0.7,i
18,CCN(CC)CCN(C(=O)c1ccc2ccccc2c1)c1nc2cc3c(cc2s1)OCO3,-0.3,i
12,Cc1nc2c(-c3ccc(F)cc3)c(C)nn2c(C)c1CCC(=O)N1CCN(c2ccc(F)cc2)CC1,-0.1,i
17,COc1ccccc1C(=O)NC(=O)COC(=O)c1cccc(NC(C)=O)c1,-0.5,i
4,O=C1NC[C@H](Cc2ccc(O)cc2)N(CCc2cccc3ccccc23)C1=O,0.1,i
7,O=S(=O)(c1ccc(Cl)cc1)N1CCN(Cc2cccnc2)CC1,-2.0,i
-10,CC(=O)C1=C(C)NC(=O)NC1c1ccc2c(c1)OCO2 (stereo not given),-0.5,i
13,CCc1ccc(N(CC(=O)O)S(=O)(=O)c2c(C)noc2C)cc1,-0.2,i
30,CCO[C@@H]1OC(C(=O)NCc2ccccc2)=C[C@H](c2csc3ccccc23)[C@H]1CCCO,-2.3,i
21,Cc1nccn1CC(=O)N/N=C/c1ccc(O)c(O)c1,0.7,i
14,C[C@H](NS(=O)(=O)c1ccc2c(c1)OCCCO2)C(=O)N1CCN(c2ccc(F)cc2)CC1,0.2,.
9,CN(C)S(=O)(=O)c1ccc(Cl)c(NC(=O)COC(=O)/C=C/c2ccco2)c1,-0.6,i
6,CCc1ccc2nc(N(CCCN(C)C)C(=O)c3ccc(S(=O)(=O)N4CCCC4)cc3)sc2c1,-4.1,i
18&8,OCc1cc(C(O)CNCCCCCCOCCCCc2ccccc2)ccc1O (stereo not given),0.2&0.3,i
12,Cn1c([N+](=O)[O-])cnc1COC(N)=O,-0.8,i
12,O=S(=O)(c1ccc(Br)cc1)N1CCC2(CC1)OCCO2,-1.4,i
13,CCCCn1c(N)c(N(CCOC)C(=O)COC(=O)c2cc(CC)c(C)s2)c(=O)[nH]c1=O,-0.3,i
4,COCCN(C(=O)C1=COCCO1)c1c(N)n(Cc2ccccc2)c(=O)[nH]c1=O,-1.6,i
16,C=CCn1c(C#N)c(N)sc1=N,-0.5,i
26,Cc1ccc(S(=O)(=O)n2ccc3cccnc32)cc1,-0.2,i
0,N#CCCN(C(=O)COC(=O)CCc1nc2ccccc2c(=O)[nH]1)c1ccccc1F,1.0,.
-4,C[C@H](NC(=O)c1nc[nH]c1C(=O)N1CCN(C(=O)OC(C)(C)C)CC1)c1ccccc1,1.8,.
19,CCC(=O)Nc1sc2c(c1C#N)CC(C)(C)NC2(C)C,-1.2,i
15,CCOCCCn1c(=S)[nH]c2cc3c(cc2c1=O)OCO3,-6.2,i
4,COCCn1c(SCCN2CCCCC2)nc2ccccc2c1=O,-0.2,i
0,Cn1cc(C(=O)NCc2ccccc2F)cn1,-1.5,i
4,CCc1nccn1S(=O)(=O)c1ccc(Br)cc1Br,-0.3,i
18,CCOC(=O)c1cc2c(nc1N)CC(C)(CC)OC2 (stereo not given),0.4,i
15,CCCOc1ccc(NC(=O)Cc2ccc(S(=O)(=O)N3CCOCC3)s2)cc1OCCC,-0.4,i
35,Cc1ccc2[nH]c(C(=O)O)c(NC(=O)CN3CCN(c4cccc(C)c4C)CC3)c2c1,-3.6,i
20,CCC(C)(C)NC(=O)C(c1ccco1)N(C(=O)Cn1nnc2ccccc21)c1ccc2c(c1)OCO2 (stereo not given),-1.8,i
28,COc1ccccc1-n1cnnc1SCC(=O)Nc1cccc(S(N)(=O)=O)c1,-1.0,i
39,COc1ccc(NC(=O)NCCN2CCc3ccccc3C2)cc1,0.0,i
11,COc1ccc(CCCc2nnc(SCc3nc4ccccc4c(=O)[nH]3)n2C)cc1,-0.9,i
10,COc1ccccc1NC(=S)N1CCN(c2ncccn2)CC1,-0.4,i
13,Cc1ccc(CSc2nnnn2C)cc1,1.3,i
3,NC(=O)C1(N2CCCCC2)CCN(C(=O)c2ccc(C#CC3(O)CCCCC3)cc2)CC1,0.4,i
13,Cc1ccc(OCc2cc(C(=O)N(C)CCc3ccccn3)no2)cc1C,0.6,i
9,COc1ccc(OC)c(NC(=O)C2CC(C)=C(C)CC2C(=O)O)c1 (stereo not given),1.3,i
10,COc1ccc(CC2(C)OC(c3ccccc3)=NN2C(C)=O)cc1 (stereo not given),1.0,i
15,COc1ccc(NS(=O)(=O)c2ccc(C)c(C(=O)NNC(=O)c3ccccc3O)c2)cc1,-0.8,i
3,Nc1nnc(SCc2ccccc2Cl)s1,-0.7,i

Remaining list, next part
OX1R antag,mol,STK33 inh,KCNQ2 inh
2,CCCCOC(=O)C(C)c1c(C)[nH]c(=S)[nH]c1=O (stereo not given),0.4,.
17,O=C(O)CSc1nnc(Nc2ccccc2)n1-c1ccccc1,-2.3,i
5,Cn1c(CO)cnc1S(=O)(=O)Cc1c(Cl)cccc1Cl,-1.8,i
21,CCN(CC(=O)Nc1c(F)cccc1F)C(=O)CN1c2cccc3cccc(c23)S1(=O)=O,-0.6,i
11,CCC(CC)C(=O)Nc1cc(=O)n(C)c(=O)n1C,-1.8,i
36,COc1ccc(Cl)cc1NC(=O)C/C(C)=N/NC(=O)COc1ccc(C)cc1,-1.4,i
11,O=C(c1ccccc1)N1CCc2[nH]nc(-c3ccccc3)c2C1,2.3,i
2,CC(C)(C)n1nnnc1CN(Cc1ccc(F)cc1)Cc1ccco1,-1.0,i
.,CC(=O)NC(c1ccc(Cl)cc1Cl)c1ccc2cccnc2c1O (stereo not given),-0.4,i
11,Cc1n[nH]c(=S)n1/N=C/c1ccccc1,-0.1,i
15,CC1CCc2cc(F)ccc2N1C(=O)c1ccc2c(c1)OCO2 (stereo not given),1.3,i
2,CC(C)NC(=O)N(O)C1N(C(C)C)C(=O)N(Cc2ccc3c(c2)OCO3)C1(C)C (stereo not given),-2.5,i
-2,CCN1CCN(CC(O)COC(c2ccccc2)c2ccccc2)CC1 (stereo not given),-1.3,i
12,O=C(COC(=O)c1ccccc1SCC(=O)N1CCCC1)NC1CCCCC1,-0.1,i
9,Cc1nc(NS(=O)(=O)c2cccs2)c2c3c(sc2n1)CCC3,0.7,i
2,OCCC1CN(Cc2ccccc2-c2ccco2)CCN1C1CCCC1 (stereo not given),0.4,i
25,O=C(Cc1ccccc1)N/N=C/c1ccc(OCC(=O)Nc2ccccc2)cc1,-0.4,i
-2,Cc1c(NC(=O)c2ccc(C(=O)Nc3c(C)n(C)n(-c4ccccc4)c3=O)cc2)c(=O)n(-c2ccccc2)n1C,0.2,i
26,Cc1ccc(C(=O)Nc2ccc(C(=O)N/N=C/c3cccnc3)cc2)cc1,-1.6,i
4,O=C(NNC(=O)c1ccccc1Cl)c1ccc2c(c1)OCCO2,-0.4,.
-1,O=C(Cn1cc([N+](=O)[O-])cn1)N1CCN(Cc2ccc3c(c2)OCO3)CC1,-1.1,i
15,Cn1c(Cn2cnc([N+](=O)[O-])n2)nnc1SCC(=O)Nc1cccc(Cl)c1,.,i
38,CC(=O)Nc1cc(C(F)(F)F)ccc1Oc1cccc(Br)c1,-0.4,i
32,C=CCSc1nc2c(c(=O)[nH]c(=O)n2C)n1CC,-1.6,i
52*,Cc1c(NC(=O)c2ccc3c(c2)OCO3)cccc1-c1nc2ccccc2o1,-2.3,i
22,Fc1ccc(-c2nn(-c3ccccc3)cc2CNCc2ccccc2)cc1,-0.7,i
43,CNS(=O)(=O)c1cccc2nsnc12,0.6,i
21,Cc1cccc(NC(=O)c2nnn(-c3cccc(C(F)(F)F)c3)c2N)c1,0.9,i
3,CCCNC(=O)CS(=O)Cc1nc(-c2cccc(OC)c2)oc1C (stereo not given),-0.8,i
28,COc1ccc(CCN(C)c2ccc(C(N)=O)cc2[N+](=O)[O-])cc1OC,-0.6,i

Printed as active in OX1R antag, of those listed so far:
OX1R antag,mol,STK33 inh,KCNQ2 inh
67*,Cc1ccc(-n2[nH]c(C)c(/C=N/N3C(=O)c4cccc5cccc(c45)C3=O)c2=O)cc1,6.8,i
78*,NC(=O)Cc1nc(-c2ccc([N+](=O)[O-])cc2)cs1,0.3,i
52*,Cc1c(NC(=O)c2ccc3c(c2)OCO3)cccc1-c1nc2ccccc2o1,-2.3,i
